High-throughput results deposited in PubChem by The Scripps Research Institute Molecular Screening Center.
OX1R antag-1: OX1R (human) antagonism. actives 1.8% (n = 330,000). inhibition, % at 6.6 µM. O43613. AID 485270. OX1R-expressing cells, FRET antagonist read-out; in the data active = inhibition mostly above about 38%, no sharp cut-off; inactive = mostly below about 40%;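 note: 0% = agonist challenge alone and 100% = reference antagonist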
Target sequence (O43613 whole entry, looked up): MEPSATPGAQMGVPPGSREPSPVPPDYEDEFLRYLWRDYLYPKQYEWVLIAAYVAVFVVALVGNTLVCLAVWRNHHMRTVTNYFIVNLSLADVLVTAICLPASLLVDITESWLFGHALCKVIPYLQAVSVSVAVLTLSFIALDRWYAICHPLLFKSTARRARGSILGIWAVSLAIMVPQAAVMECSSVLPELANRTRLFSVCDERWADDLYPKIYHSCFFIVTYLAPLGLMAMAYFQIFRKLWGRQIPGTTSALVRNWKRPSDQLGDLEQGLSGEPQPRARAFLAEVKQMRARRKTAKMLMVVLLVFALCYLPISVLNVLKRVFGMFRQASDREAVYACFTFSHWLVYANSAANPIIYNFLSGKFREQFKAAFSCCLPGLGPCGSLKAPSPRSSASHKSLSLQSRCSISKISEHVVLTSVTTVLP
OX1R antag-2: antagonists of human orexin 1 receptor; O43613; inhibition, % at 5 µM; actives 0.43% (n = 330,000); CHO/OX1R cells, Fluo-8 calcium fluorescence, orexin A; AID 434989;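 active = inhibition above its plate's threshold, mean inhibition of all tested compounds on the plate plus 3 SD, cut at about 37% in these data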;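 note: 0% = orexin A challenge wells and 100% = SB-334867-A antagonist wells; not every result past the cut was called active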
* marks the source's active call; other numbers are inactive results. Random draw from the library; about 2% have a hit in one of these screens.

1	Cc1c(NC(=O)CSc2nnc(N)s2)c(=O)n(-c2ccccc2)n1C
2	CC(OC(=O)CNS(=O)(=O)c1ccc(C#N)cc1)C(=O)Nc1cccc(C#N)c1 (configuration not stated)
3	CN(CC(=O)N1CCCCC1)S(=O)(=O)c1ccc(Cl)cc1
4	CCN(CC)C(=O)COc1ccc(N(C)S(=O)(=O)c2ccc(NC(C)=O)cc2)cc1
5	COc1ccccc1N(CC(=O)NC1CCCC1)C(=O)CCC(=O)Nc1ccccn1
6	COc1ccc(-c2ccc(NCCN3CCOCC3)nn2)cc1OC

assay / compound	1	2	3	4	5	6
OX1R antag-1	21	0	7	11	7	12
OX1R antag-2	-2	-18	-5	-16	-18	-6

7	Cc1ccc(-n2c(SCC(=O)N/N=C/c3ccccc3C(=O)O)nnc2-c2ccc(Cl)cc2)cc1
8	CCOC(=O)CCCCNCc1ccccc1
9	CNC(=O)C1=C(C)n2c(nc3ccccc32)NC1c1ccc(OC)cc1 (configuration not stated)
10	COc1cc(/C=C2\S/C(=N/S(=O)(=O)Cc3ccccc3)NC2=O)c([N+](=O)[O-])cc1OC
11	O=C(O)CNC(=O)c1ccc(NC(=O)/C(=C/c2ccccc2)NC(=O)c2ccccc2)cc1
12	O=C(O)CCc1ccc(-c2cccs2)n1CC(=O)Nc1ccccc1C(F)(F)F

assay / compound	7	8	9	10	11	12
OX1R antag-1	3	9	-5	36	-4	40
OX1R antag-2	-20	-5	-13	-3	-20	-8

13	O=C1C=C(c2ccc3c(c2)OCO3)C[C@@H](c2ccc3c(c2)OCO3)C1
14	O=C(CN(c1ccccc1)S(=O)(=O)c1ccc(F)cc1)NCc1cccs1
15	Cc1cc(C)n2cc(CSc3nnc(N)s3)nc2n1
16	CCC(=O)NC(=S)Nc1cccc(C(C)=O)c1
17	CC(C)(C)c1ccc(Cc2n[nH]c(=S)[nH]c2=O)cc1
18	CCOc1cc(N2CCOCC2)c(OCC)cc1NC(=O)COC(=O)c1cc(C)oc1C

assay / compound	13	14	15	16	17	18
OX1R antag-1	-1	20	4	1	0	8
OX1R antag-2	-5	-14	-8	-3	1	-21

19	COc1cc(OC)cc(C(=O)NCCCNC(=O)c2cccnc2)c1
20	COCCn1cc(C(=O)NCCCOC(C)C)c2c3ccccc3n(C)c2c1=O
21	COc1ccc(C(CNc2ncnc3sc(C)c(C)c23)N(C)C)cc1 (configuration not stated)
22	O=C(NNC(=S)Nc1cccc2ccccc12)c1cccc(Br)c1
23	Cc1ccc(NC(=O)C(C)N2C(=O)C3C4CC(C(Br)C4Br)C3C2=O)cc1 (configuration not stated)
24	O=C(/C=C/c1ccccn1)c1cc(Cl)cc(Cl)c1O

assay / compound	19	20	21	22	23	24
OX1R antag-1	20	2	27	10	15	15
OX1R antag-2	4	-18	-29	-32	-2	-24

25	CC1CCCCC12NC(=O)N(CC(=O)OCc1cccc(F)c1)C2=O (configuration not stated)
26	Cc1ccc(C(=O)N/C(=C\c2ccc(-c3ccc(Cl)cc3)o2)C(=O)NCCCN(C)C)cc1
27	C/C(=N\NC(=O)C1CCCN(S(=O)(=O)c2ccccc2)C1)c1cccnc1 (configuration not stated)
28	Nc1c(-c2ccc(Cl)cc2)cnn1-c1cccc([N+](=O)[O-])c1
29	O=C(CN1CCN(c2ccc([N+](=O)[O-])cc2Cl)CC1)N1CCOCC1
30	CCc1cc2c(SCC(=O)NC3CC3)ncnc2s1

assay / compound	25	26	27	28	29	30
OX1R antag-1	1	16	24	17	25	8
OX1R antag-2	-10	-20	-19	-16	-14	-21

31	O=C(NC1CCCCC1)C(c1cccs1)N(C(=O)c1ccccn1)c1ccccc1 (configuration not stated)
32	COc1cc(C2Nc3c(F)cccc3C3C=CCC32)cc(Br)c1OC (configuration not stated)
33	COc1cccc(N2CCN(S(=O)(=O)c3c(C)[nH]c(C)c3C(=O)N3CCCCC3)CC2)c1
34	CN(Cc1cccc(Cl)c1Cl)C(=O)c1cccc(S(=O)(=O)N2CCN(Cc3ccccc3)CC2)c1
35	Cc1cc(C)cc(NC(=O)c2cccc(NC3=NC4CS(=O)(=O)CC4S3)c2)c1 (configuration not stated)
36	Cc1cccc2sc(N(CCCN(C)C)C(=O)CN3C(=O)c4ccccc4C3=O)nc12

assay / compound	31	32	33	34	35	36
OX1R antag-1	11	22	5	25	-2	6
OX1R antag-2	-13	-4	-7	-12	-2	-19

37	CCn1cc(C(=O)N[C@@H](CCSC)C(=O)NCCCO)c(=O)c2cc3c(cc21)OCO3
38	C=CCc1c(C)[nH]c2c(OC)cccc2c1=S
39	CCOC(=O)C1(Cc2cccc(OC)c2)CCCN(C(=O)c2cc(C)oc2C)C1 (configuration not stated)
40	Cc1ccc(C(=O)Nc2ccc([N+](=O)[O-])cn2)o1
41	Cc1ccc(CNC(=O)CC(C)S(=O)(=O)c2ccc3c(c2)NC(=O)CO3)cc1 (configuration not stated)
42	O=C(NC(=S)Nc1nc2ccccc2s1)c1cccs1

assay / compound	37	38	39	40	41	42
OX1R antag-1	3	22	10	43	5	28
OX1R antag-2	-6	-36	-13	-23	-8	29

43	CCc1nc(SCC(=O)NNC(=O)C(C)C)c2ccccc2n1
44	COCCN1C(=O)N[C@@H](CCc2ccccc2)[C@@H](C(=O)OC)[C@H]1C
45	Cc1ccc(C(=O)NC2=NCCS2)cc1
46	COc1ccc(C(CNC(=O)CSc2ccccc2F)N2CCOCC2)cc1 (configuration not stated)
47	CCOCCCNCC(=O)Nc1ccc(OC(F)(F)F)cc1
48	CCCCCC(=O)NNC1=NCC(Cc2cccc(Cl)c2)S1 (configuration not stated)

assay / compound	43	44	45	46	47	48
OX1R antag-1	2	10	19	13	26	-20
OX1R antag-2	-11	-19	-11	-24	3	-31

49	CCCC1(C(=O)OCC)NC(c2ccc(O)cc2)C2C(=O)N(c3cccc(C(C)=O)c3)C(=O)C21 (configuration not stated)
50	Cc1ccsc1C(=O)NCCc1c[nH]c2ccccc12
51	COc1ccc(-c2cc3ccccc3n2CC(O)CNC(CO)(CO)CO)cc1 (configuration not stated)
52	O=C(CCCCCn1nnc2ccccc2c1=O)Nc1ccccc1Cl
53	Cc1ccccc1C(=O)Nc1cccc(NC(=O)Cn2cnc3c(=O)n(C)c(=O)n(C)c32)c1
54	COc1ccc(OCC(=O)N/N=C2/C=C(C)CC2)cc1

assay / compound	49	50	51	52	53	54
OX1R antag-1	-4	19	-2	11	2	8
OX1R antag-2	-22	-11	-17	-21	-5	-22

Profiles as entered above. Order of screens: OX1R antag-1 | OX1R antag-2
`Cc1ccccc1C(=O)Nc1cccc(NC(=O)Cn2cnc3c(=O)n(C)c(=O)n(C)c32)c1` in the list: 2 | -5
`CCCC1(C(=O)OCC)NC(c2ccc(O)cc2)C2C(=O)N(c3cccc(C(C)=O)c3)C(=O)C21` (configuration not stated) in the list: -4 | -22
`O=C(CCCCCn1nnc2ccccc2c1=O)Nc1ccccc1Cl` in the list: 11 | -21
`COc1ccc(-c2cc3ccccc3n2CC(O)CNC(CO)(CO)CO)cc1` (configuration not stated) in the list: -2 | -17
`Cc1ccsc1C(=O)NCCc1c[nH]c2ccccc12` in the list: 19 | -11

Reprinted at random: four compounds from above
52	O=C(CCCCCn1nnc2ccccc2c1=O)Nc1ccccc1Cl
50	Cc1ccsc1C(=O)NCCc1c[nH]c2ccccc12
49	CCCC1(C(=O)OCC)NC(c2ccc(O)cc2)C2C(=O)N(c3cccc(C(C)=O)c3)C(=O)C21 (configuration not stated)
53	Cc1ccccc1C(=O)Nc1cccc(NC(=O)Cn2cnc3c(=O)n(C)c(=O)n(C)c32)c1

assay / compound	52	50	49	53
OX1R antag-1	11	19	-4	2
OX1R antag-2	-21	-11	-22	-5

Later entries.
55	COC(=O)c1ccc(N2CCN(C)CC2)c(NC(=O)COc2ccccc2)c1
56	Oc1ccc(CN2CCc3ccccc3C2)c2cccnc12
57	O=C(Nc1ccccc1)OCc1ccccn1
58	Cc1csc(SCc2nnc(-c3ccccc3Br)o2)n1
59	CS(=O)(=O)c1ccc(Cl)c(S(=O)(=O)NCc2ccccc2)c1
60	COc1cc(NC(=O)CCc2nnc3ccc(NCc4ccco4)nn23)cc(OC)c1

assay / compound	55	56	57	58	59	60
OX1R antag-1	7	5	21	31	5	5
OX1R antag-2	-25	-15	7	-10	-3	-19

61	O=C(O)c1ccc(N/N=C/c2cc3c(cc2[N+](=O)[O-])OCO3)cc1
62	COc1cc(C2N(c3ccc(Cl)c(Cl)c3)C(=O)C3CCCN32)cc(OC)c1OC (configuration not stated)
63	CC(C)c1ccccc1OCC(=O)Nc1ccc2[nH]ncc2c1
64	Cc1ccc(S(=O)(=O)N(C)Cc2nc(-c3ccc(Br)cc3)no2)cc1
65	O=S(=O)(Nc1cccc(-c2ccc3nncn3n2)c1)c1ccc(Cl)s1
66	CC(OC(=O)CNC(=O)c1ccc(Br)cc1)C(=O)NC1CCCCC1C (configuration not stated)

assay / compound	61	62	63	64	65	66
OX1R antag-1	58	20	13	9	18	-5
OX1R antag-2	-12	-10	-39	-36	-10	-3

67	COc1ccc(S(=O)(=O)NC(CC(=O)NCCc2ccccc2)c2ccco2)cc1 (configuration not stated)
68	CN1C(=O)/C(=C/C=C2/CCCN2C)N(C)C1=S
69	CC1CCC(NC(=O)CN2C(=O)c3cccnc3Oc3ccc(Cl)cc32)CC1 (configuration not stated)
70	CSCCC(NC(=O)c1ccco1)C(=O)NCC(c1ccco1)N1CCCCC1 (configuration not stated)
71	CCOc1cc(C(=O)Nc2ccc(S(=O)(=O)NC3=NCCCCC3)cc2)cc(OCC)c1OCC
72	COc1ccc(NC(=O)c2nn(C)c(=O)c3ccccc23)cc1S(=O)(=O)Nc1ccccc1Cl

assay / compound	67	68	69	70	71	72
OX1R antag-1	12	10	14	26	7	13
OX1R antag-2	-26	-13	-44	-32	-18	-20

73	CC(C)(C)n1cnc2cc(NCc3ccccc3O)ccc21
74	COC(=O)c1cc(S(=O)(=O)n2nc(C)cc2C)c(Cl)cc1Cl
75	CCCCC(=O)N/N=C(/C)C1=C(C)C(C)(C)OC1=O
76	Cc1c(C)c(C)c(CN2CCSCC2)c(C)c1C
77	COCCSc1nnc(NC(=O)c2ccc([N+](=O)[O-])cc2)s1
78	CN(C)c1oc(-c2ccc(Cl)cc2)nc1S(=O)(=O)c1ccccc1

assay / compound	73	74	75	76	77	78
OX1R antag-1	8	9	26	7	7	11
OX1R antag-2	-14	-14	-16	-18	-18	-25

79	O=C(CSc1nnc(CCCN2C(=O)c3cccc4cccc(c34)C2=O)n1-c1ccccc1)NCCCN1CCOCC1
80	Cc1nn2c(=O)cc(CSc3nc4ccccc4[nH]3)nc2s1
81	S=C(c1ccccc1)N1CCCC1
82	Cc1nc2ccccc2n1CC(=O)OCC(=O)Nc1ccc2c(c1)OCCO2
83	CC(C)Oc1ccc(CNC(=O)CCCN2C(=O)C(c3ccccc3)Oc3cccnc32)cc1 (configuration not stated)
84	NS(=O)(=O)c1ccc(CCNC(=O)CSc2nnc3ccccn23)cc1

assay / compound	79	80	81	82	83	84
OX1R antag-1	29	6	9	23	7	1
OX1R antag-2	-22	-21	-21	-22	-18	2

Four compounds out of the list, arranged by length of the SMILES, ascending:
80	Cc1nn2c(=O)cc(CSc3nc4ccccc4[nH]3)nc2s1
84	NS(=O)(=O)c1ccc(CCNC(=O)CSc2nnc3ccccn23)cc1
78	CN(C)c1oc(-c2ccc(Cl)cc2)nc1S(=O)(=O)c1ccccc1
83	CC(C)Oc1ccc(CNC(=O)CCCN2C(=O)C(c3ccccc3)Oc3cccnc32)cc1 (configuration not stated)

assay / compound	80	84	78	83
OX1R antag-1	6	1	11	7
OX1R antag-2	-21	2	-25	-18

(continued)
85	O=C(O)c1ccc2c(c1)N(Cc1ccccc1)C(=O)c1ccccc1S2
86	CCOC(=O)C(/C=N/c1cc(C)nn1-c1ccccc1)=C(\C)O
87	CC(=O)c1cc2cc(O)ccc2o1
88	Cc1cc(C(=O)NN)c(C)o1
89	CCN=C1SC(C(=O)Nc2cccc(C(=O)O)c2)CC(=O)N1CC (configuration not stated)
90	O=[N+]([O-])c1ccc2nc(-c3ccccn3)[nH]c2c1

assay / compound	85	86	87	88	89	90
OX1R antag-1	27	8	23	12	11	10
OX1R antag-2	-13	-9	-19	-13	-15	-22

91	CCOc1ccc(OCC)c(NS(=O)(=O)c2cn(C)cn2)c1
92	O=C1N=C(N2CCCCC2)S/C1=C\c1ccc(Cl)cc1
93	O=C(NCCN1CCOCC1)Nc1ccccc1
94	Cc1c(-c2cc(Br)ccc2O)nc2cc3c(cc2c1C)OCO3
95	CCOC(=O)C1=C(C)NC(C)=C(C(=O)OCC)C1C(=O)OCC(=O)N(C)C1CCS(=O)(=O)C1 (configuration not stated)
96	COc1nc(C)c2cc(C)oc2n1
97	O=c1[nH]c(-c2ccco2)nc2sc3c(c12)CCCC3

assay / compound	91	92	93	94	95	96	97
OX1R antag-1	6	16	2	-5	6	1	5
OX1R antag-2	-10	-3	8	2	-12	-3	-22

Entries by screen from the entries so far:
Compounds 38–49 in OX1R antag-2: -36, -13, -23, -8, 29, -11, -19, -11, -24, 3, -31, -22
Compounds 38–49 in OX1R antag-1: 22, 10, 43, 5, 28, 2, 10, 19, 13, 26, -20, -4
